Source: PubChem (National Center for Advancing Translational Sciences (NCATS))
Nrf2 block: Nrf2 qHTS screen for inhibitors | A549 ARE-Fluc reporter, luciferase luminescence, 18-24 h | Potency, µM (highest dose often 46 µM), for inactives: top-dose activity change, negative = inhibition, hits mostly inhibitors | 360,000 tested, 2.1% active | AID 504444, 2011; also: potency is read from the fitted curve at half-maximal effect; % is scaled to controls: 0 for no effect and ±100 for the full control effect; nearly all actives have a fitted effect of over 60% in size
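Cells were seeded and rested 2 h, then exposed to compounds for 18-24 h. CellTiter-Fluor was read first as a viability measure. BugLite was added 15 min before the final luminescent read of ARE-luciferase activity in A549 cells.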
S2 tox: Viability Counterscreen for Primary qHTS for Inhibitors of ATXN expression | 400,000 tested, 0.49% active | S2 cells (HEK-293 line with an ATXN2-luciferase reporter) viability, CellTiter-Fluor protease fluorescence, 24 h | AID 651635, 2014 | Potency, µM (highest dose often 56.7 µM), most hits filed as cytotoxic; also: potency is read from the fitted curve at half-maximal effect; nearly all actives have a fitted effect of over 40% in size
IL-1B inflam inh: qHTS for Inhibitors of Inflammasome Signaling: IL-1-beta AlphaLISA Primary Screen. THP-1 LPS/ATP IL-1B secretion, AlphaLISA, 16 h; stronger effect = lower value. activity change, % at 57.5 µM. 360,000 tested, 4.7% active. AID 743279, 2014; in the data active = activity change below about -50%; inconclusive = mostly about -30% to -49%; also: % is scaled to controls: 0 for no effect and ±100 for the full control effect
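THP-1 cells pretreated 1 hr with compounds (up to 57.5 uM final), then stimulated with LPS (250 ng/mL final) plus ATP (1.25 mM final); secreted IL-1B measured by AlphaLISA after 16 hr, decreased signal indicating inhibition.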
MCF10A rerep: A quantitative high throughput screen for small molecules that induce DNA re-replication in MCF 10a normal breast cells; MCF 10A DNA re-replication, Hoechst nuclear intensity, 48 h; Potency, µM (series often up to 46.1 µM), without a hit: at the highest dose activity, positive = re-replication, usual class: activators; 350,000 tested, 2.9% active; AID 624296, 2012; also: potency is read from the fitted curve at half-maximal effect; % of control where 0% means no effect; nearly all actives have a fitted effect of over 50% in size
ATXN2 expr inh: Primary qHTS for Inhibitors of ATXN expression; HEK-293 ATXN2-luciferase reporter, luminescence, 24 h; Potency, µM (series often up to 57 µM), inactives show at the highest dose activity change, negative = inhibition, most hits filed as inhibitors; 360,000 tested, 0.72% active; AID 1745845, 2022; also: potency is read from the fitted curve at half-maximal effect; % is scaled to controls: 0 for no effect and ±100 for the full control effect; nearly all actives have a fitted effect of over 55% in size
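ATXN2-luciferase reporter cells (luciferase flanked by upstream and downstream ATXN2 gene portions) were treated 24 h at 37 °C with compounds at up to 57 uM. SteadyGlo luminescence gave expression; GF-AFC fluorescence gave viability.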
HepG2 tox: qHTS for Inhibitors of TGF-b: Cytotox Counterscreen; HepG2 CAGA-GFP viability, ATP luminescence, 18 h; 410,000 tested, 0.76% active; Potency, µM (highest dose often 46.1 µM), for inactives: top-dose activity change, negative = cytotoxicity, usual class: cytotoxic; also: potency is read from the fitted curve at half-maximal effect; some results filed as inactive show a strong effect at the top dose
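HepG2 CAGA-GFP cells (1000/well, DMEM with 1% FBS) received compound, then TGF-beta at 500 pg/mL final, and were incubated 18 hours at 37 degrees C. Viability was read by CellTiter-Glo luminescence. Media-only wells were set as complete cell-killing and DMSO as no toxicity.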
A549 viability: Nrf2 qHTS screen for inhibitors: counterscreen for cytotoxicity | A549 ARE-Fluc cells, CellTiter-Fluor viability, 18-24 h | Potency, µM (series often up to 46 µM), for the others: at the top dose activity change, negative = cytotoxicity, usual class: inhibitors | 390,000 tested, 0.16% active | AID 504648, 2011; also: potency is read from the fitted curve at half-maximal effect; % is scaled to controls: 0 for no effect and ±100 for the full control effect
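A549 ARE-Fluc cells in 5% FBS OPTI-MEM, 5000 cells/well, rested 2 h then exposed to compounds in concentration-response for 18-24 h at 37 °C. Viability by CellTiter-Fluor fluorescence (Ex 405/Em 525) after 30 min; luciferase luminescence (BugLite, 15 min, RT) read afterwards.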
TGFb inhibitor: qHTS for Inhibitors of TGF-b; 410,000 tested, 1.2% active; Potency, µM (highest dose often 46.1 µM), for inactives: at the highest dose activity, negative = inhibition, actives largely listed as inhibitors; HepG2 CAGA-GFP TGF-b/SMAD3 reporter, GFP fluorescence, 18 h; TGF-beta stimulated, 500 pg/mL final; AID 588855, 2011; also: potency is read from the fitted curve at half-maximal effect; % is scaled to controls: 0 for no effect and ±100 for the full control effect; nearly all actives have a fitted effect of over 65% in size
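First, reporter cells (HEPG2 CAGA-GFP) rested 2 h at 37 degrees C. Next, compounds were pinned in and TGF-beta added to 500 pg/mL final. After 18 h, GFP was imaged per cell and summed per well.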
Nrf2 ARE act: qHTS of Nrf2 Activators. AREc32 ARE-luciferase reporter (MCF7-derived line), luminescence, 24 h. Potency, µM (top dose mostly 46.1 µM), for inactives: at the top dose activation, hits mostly activators. 410,000 tested, 0.31% active; also: potency is read from the fitted curve at half-maximal effect; % of control where 0% means no effect; nearly all actives have a fitted effect of over 65% in size
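Reporter line AREc32 (ARE-Fluc), seeded overnight in OPTI-MEM with 5% FBS; compound pin-transferred, 24 hr at 37 deg C, 5% CO2; luminescent read-out.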
* = called active by the depositor; i = inactive; ? = inconclusive; · = not tested or not shown; [ ] = remark or other dose. Unless noted, calls follow the shape of the dose curve; as a rule, active = well fitted curve in the direction sought with a large enough effect; inconclusive = small, poorly fitted or top-dose-only effect, or another doubt; inactive = no such curve, though single readings can be large; an effect the other way counts as inactive or inconclusive.

compound	Nrf2 block	S2 tox	IL-1B inflam inh	MCF10A rerep	ATXN2 expr inh	HepG2 tox	A549 viability	TGFb inhibitor	Nrf2 ARE act
COc1cccc(NC(=O)CN(C)C(C)C(=O)N2CCCCC2)c1 (stereo unspecified)	3%	i	9	1%	0%	6%	3%	17%	-0.3%
O=c1oc(-c2cccs2)nc2ccccc12	2%	i	14	7%	1%	-19%	-4%	1%	0.4%
Cc1nc(C)c(C(=O)N(c2ccc(F)cc2)C(C(=O)NCC2CCCO2)c2ccccc2)s1 (stereo unspecified)	21%	i	0	-4%	-14%	-7%	-2%	-4%	-0.1%
O=C(c1ccc(NC(=S)Nc2ccc(F)cc2F)cc1)N1CCOCC1	-4%	i	30	-5%	·	-31%	-1%	-23%	-0.1%
Cc1[nH]cc(Br)c(=O)c1Oc1ncc(C(F)(F)F)cc1Cl	-7%	i	-16	3%	6%	-4%	-2%	-9%	0.1%
S=C(NC1CCCC1)NC1CCCC1	-12%	i	43	-7%	-8%	-12%	2%	-29%	-0.3%
C#CCOCCOCCOCCNc1nc(N2CCOCC2)nc(N2CCN(C(=O)[C@H]([C@@H](C)CC)n3cc([C@@H](N)CC(C)C)nn3)CC2)n1	-18%	i	-21	12%	0%	26%	-18%	14%	2.3%
Cc1ccc(S(=O)(=O)/N=C(/c2ccccc2)N(C)c2ccc(O)cc2)cc1	23%	i	-5	-2%	·	-9%	2%	?	0.2%
C[C@@H]1CCCCO[C@H](CN(C)C(=O)Cc2ccccc2)[C@@H](C)CN([C@H](C)CO)C(=O)c2cc(N(C)C)ccc2O1	·	i	0	·	4%	-7%	·	-4%	-1.2%
Cn1ccc(C(=O)Nc2sc3c(c2C#N)CCC3)n1	3%	i	-28	1%	-4%	5%	-1%	11%	6.4%

compound	Nrf2 block	S2 tox	IL-1B inflam inh	MCF10A rerep	ATXN2 expr inh	HepG2 tox	A549 viability	TGFb inhibitor	Nrf2 ARE act
Cc1ccc(CC(=O)Nc2ccc(Cl)cn2)cc1	6%	?	-6	-2%	·	-10%	-3%	-15%	4.6%
COc1ccc(OC)c(NC(=O)C2(C)CCN2C(=O)Cc2ccc(Cl)cc2Cl)c1 (stereo unspecified)	·	i	-1	·	-15%	-3%	·	-24%	5.0%
CCc1nn(CC(=O)N2CCCCC2)c(=O)c2cc3occc3n12	3%	i	·	·	-2%	1%	1%	-15%	-0.9%
O=S1(=O)NCC23CCC(CC21)O3 (stereo unspecified)	-9%	·	·	·	·	1%	-4%	1%	·
COc1ccc(F)cc1C(=O)C1CCCN(C(=O)C2=C(C)OCCO2)C1 (stereo unspecified)	-19%	i	0	19%	2%	-11%	5%	0%	-0.8%
CC(/C=N/N1CCN(c2ccccc2)CC1)=C\c1ccco1	?	i	-24	5%	67%[activator]	-37%	-3%	14%	2.2%
CCN=c1sc(C(=O)NCCc2ccccc2)cc(=O)n1CC	-17%	?	-10	?	-28%	-35%	-26%	?	?
Cc1ccc(S(=O)(=O)c2nc(S(=O)(=O)c3ccc(C)cc3)c(N3CCN(CCO)CC3)s2)cc1	?	i	-68*	?	-9%	-13%	?	-16%	29%
COC(=O)c1sc(N(C)C)c(C#N)c1-c1ccccc1	-10%	i	·	?	-10%	-10%	1%	0%	0.3%
Cc1cc(C)cc(NC(=O)CN2CCN(c3ccccn3)CC2)c1	4%	i	-7	1%	-1%	-2%	1%	-17%	-0.1%

compound	Nrf2 block	S2 tox	IL-1B inflam inh	MCF10A rerep	ATXN2 expr inh	HepG2 tox	A549 viability	TGFb inhibitor	Nrf2 ARE act
COC(=O)CN(c1ccc(C)cc1)S(=O)(=O)c1c(C)[nH]c(=O)[nH]c1=O	2%	i	?	?	5%	-1%	1%	3%	0.3%
O=S(=O)(/C=C/c1ccccc1)N1CCN(c2nc(-c3cccnc3)nc3ccccc23)CC1	-18%	i	?	?	-24%	-7%	-3%	-6%	3.6%
Cc1cc(Nc2ccc(C(C)C)cc2)nc(-n2nc(C)cc2C)n1	·	·	·	·	·	-48%	-28%	?	-1.9%
Cc1nc(/C=C\C(=O)O)c2cc(C)oc2n1	13%	i	-66*	7%	-27%[11.3 µM]	8%	8%	0%	6.4%
CCN(CC)CCn1c(SCC(=O)NCc2ccco2)nc2c(sc3ccccc32)c1=O	20%	?	-19	8%	2%	2%	-2%	-13%	-0.5%
c1ccc(Nc2nc(N3CCCCC3)nc(N3CCNCC3)n2)cc1	13%	i	-65*	-2%	?	11µM*	-3%	-2%	0.8%
O=C(NCc1ccc(F)cc1)c1cc2n(n1)CCCN(Cc1ccc(F)cc1)C2=O	-12%	i	·	·	-6%	-16%	2%	?	0.9%
S=c1[nH]nc(-c2n[nH]c3c2CCC3)n1/N=C/C=C/c1ccccc1	14%	i	23	?	·	-40%	13%	-16%	14%
CCOC(=O)C1=CN(Cc2ccco2)S(=O)(=O)N(CC)C1c1ccccc1 (stereo unspecified)	-3%	?	5	2%	-7%	-22%	-6%	-1%	0.0%
Cc1ccc(S(=O)(=O)/N=C(/c2ccccc2)N2CCOCC2)c(C)c1	26%	i	-19	4%	1%	-6%	1%	-9%	0.3%

compound	Nrf2 block	S2 tox	IL-1B inflam inh	MCF10A rerep	ATXN2 expr inh	HepG2 tox	A549 viability	TGFb inhibitor	Nrf2 ARE act
COc1ccccc1N(C)S(=O)(=O)c1ccc(C(=O)N2CCC(C(N)=O)CC2)cc1	5%	i	0	-1%	1%	-17%	?	-6%	0.0%
Cc1ccc(-c2cc(C(=O)N3CCN(S(=O)(=O)c4ccc(Br)cc4)CC3)[nH]n2)cc1C	-14%	·	·	·	·	-7%	-5%	?	-0.9%
O=C(NCCSc1ccc(Cl)cc1)c1ccco1	6%	i	0	7%	-1%	0%	8%	-3%	15%
O=C(NCCc1ccccc1)C1CCC(CNS(=O)(=O)c2ccc(Cl)cc2)CC1 (stereo unspecified)	·	·	·	·	·	-7%	10%	-7%	1.1%
Cn1cccc1Cc1nnc(SCC(=O)N2CCCC2)n1CCc1ccccc1	10%	i	?	30%	-3%	9%	5%	25%	-0.4%
Cc1ccc(-c2nn(-c3cc(N4CCNCC4)ccc3[N+](=O)[O-])c(=O)c3ccccc23)cc1	8%	i	-182*	-7%	·	-3%	?	-23%	0.9%
COc1cc(/C=N/N2CCN(Cc3ccc(Cl)cc3)CC2)ccc1OC(C)=O	-9%	i	9	-2%	·	0%	-4%	1%	0.2%
CC(NC(=O)C1CCCCC1)C(c1cccs1)N1CCOCC1 (stereo unspecified)	11%	i	1	-6%	7%	3%	-3%	4%	0.0%
CCOc1ccc(NC(=O)CSc2nnc3c(C)cc4ccccc4n23)cc1	3%	i	·	·	1%	-1%	-2%	1%	0.7%
CC(=O)c1ccc(OCc2cc(C(=O)N(C)C3CCOC3)no2)cc1 (stereo unspecified)	?	i	5	2%	59%[activator]	-8%	5%	-8%	1.2%

compound	Nrf2 block	S2 tox	IL-1B inflam inh	MCF10A rerep	ATXN2 expr inh	HepG2 tox	A549 viability	TGFb inhibitor	Nrf2 ARE act
COc1ccc(NC(=O)c2cncc(Br)c2)c(S(=O)(=O)N2CCOCC2)c1	-21%	i	-16	3%	1%	5%	0%	44%[activator]	-0.1%
Cc1cc(C)cc(N2C(=O)CC(Sc3nnnn3-c3ccccc3)C2=O)c1 (stereo unspecified)	?	?	-17	?	?	-95%	?	-10%	8.1%
COc1ccc(C(Nc2ccc(S(=O)(=O)N3CCOCC3)cc2)C(=O)NCCC(C)C)cc1OC (stereo unspecified)	-9%	i	-16	-2%	-3%	-9%	-1%	-23%	-0.8%
CCCN(CC1CC1)C(=O)CSc1ncnc2sccc12	12%	i	-7	?	-21%	-4%	6%	4%	6.2%
COc1cc(SC)ccc1C(=O)Nc1cc(C)ccn1	?	i	-5	-4%	-10%	-34%	9%	-28%	18%
CC1CCN(c2c(NCC3CCC(C(=O)NCc4ccccc4)CC3)c(=O)c2=O)CC1 (stereo unspecified)	13%	i	-2	9%	-1%	2%	1%	2%	-0.5%
CC(=O)c1ccc(C(=O)NC2CCCN(Cc3ccc(Cl)cc3)C2)s1 (stereo unspecified)	-9%	i	0	2%	-9%	-1%	1%	-7%	-0.2%
C[C@H]1CN([C@@H](C)CO)C(=O)CCCn2nncc2CO[C@@H]1CN(C)C(=O)Nc1ccc2c(c1)OCO2	·	i	23	·	4%	3%	·	1%	-0.1%
CN(C)c1ccc(C(=S)NCc2ccco2)cc1	·	i	-14	1%	-24%	-3%	-8%	-7%	-0.6%
COc1ccc(NC(=S)Nc2ccccc2)c(OC)c1	8%	i	-18	0%	22%	-26%	12%	-17%	1.5%

compound	Nrf2 block	S2 tox	IL-1B inflam inh	MCF10A rerep	ATXN2 expr inh	HepG2 tox	A549 viability	TGFb inhibitor	Nrf2 ARE act
Cc1cc2ccccc2n1-c1ccc(C(=O)N2CCCCC2)s1	17%	·	·	·	·	-41%	20%	?	6.6%
COc1ccccc1C(=O)Nc1ccc(S(=O)(=O)Nc2onc(C)c2C)cc1	-32%	i	0	-2%	·	8%	0%	5%	0.0%
Cc1ccc(N(CC(=O)NCc2ccccc2)C(=O)CCC(=O)Nc2nccs2)cc1	-3%	i	0	5%	-12%	-5%	1%	-6%	2.1%
COc1cc2ncnc(NCc3ccc(C)o3)c2cc1OC	-12%	i	-18	-2%	-31%	-9%	9%	-5%	4.4%
CCOc1ccccc1NC(=O)CC1(CC(=O)N2CCOCC2)CCCC1	-9%	?	-2	4%	3%	4%	5%	7%	0.0%
Oc1cccc2oc(=S)[nH]c12	24%	i	7	-12%	2%	11%	-1%	-5%	1.9%
